# Source: PubChem BioAssay
# S3 lipid droplet = qHTS Assay for Lipid Storage Modulators in Drosophila S3 Cells; lipid storage change, negative = inhibition, % at the top dose, mostly 46.1 µM; hits show Potency in µM; Drosophila S3 cells, BODIPY lipid droplet fluorescence, 18-24 h; cells fed with added oleic acid; 320,000 tested, 0.64% active; AID 2685; active = well fitted inhibition curve with a large enough effect in the signal ratio, with a control signal flat, not every such curve was filed as active; inconclusive = small, poorly fitted or top-dose-only effect, or effect the other way, or a change in a side signal; the % refers to the signal ratio
#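 Drosophila S3 cells loaded with oleic acid (400 uM, as added) and compounds at several concentrations; lipid droplets imaged by 488-nm laser-scanning cytometry, 500–530 nm intensity and object ratio to cell channel. Percent activity normalized to 20 uM Triacsin C.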
# S3 lipid droplet cell count max = also measured in S3 lipid droplet; calls as there; cell number change, %; measured here: cell count max response;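 cells counted by Cell Tracker Red CMTPX staining in the red channel; peak over a dose series mostly up to 46.1 µM; percent activity relative to internal control wells on each plate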
# Active calls of the source: *; i = inactive; ? = inconclusive; · = not tested or not shown; & = joins results of further samples; [ ] = remark or other dose. % is set by controls: 0 for no effect and ±100 for the full control effect; potency is the fitted concentration of half-maximal effect. The list is partial, so the mix of outcomes need not match the whole.
# Screens in order: S3 lipid droplet cell count max	S3 lipid droplet
COc1ccc(-c2nc3ccccc3c(=O)n2-c2ccc(OC)cc2)cc1
→ ·	?
CN(C)C(=O)Nc1cccc(OC(=O)N(C)C)c1
→ ·	33µM*
CC(=NCCc1ccccc1)c1c(O)[nH]c(=O)[nH]c1=O
→ 9	3%
O=C(Nc1ccc(Cl)cc1C(=O)c1ccccc1)c1ccccc1
→ ·	?
COc1cccc(N(C(C)=O)C2=NCCCS2)c1
→ 4	-1%
O=C(c1ccc(F)cc1Cl)N1CCC2(CC1)OCCO2
→ ·	?
COc1ccc(C(=O)Cn2c(NCCCl)nc3ccccc32)cc1
→ 4	i
CCN(CC)CCCOC(=O)C(OC(C)C)(c1ccccc1)c1ccccc1
→ 6	-1%
CCOC(=O)c1cc(CC)sc1/N=C/c1c(O)[nH]c(=S)[nH]c1=O
→ ·	?
CCC(=NCCC1=CCCCC1)c1c(O)[nH]c(=O)[nH]c1=O
→ 11	17%
O=C1NC(=O)N(c2ccccc2)C(=O)/C1=C/c1ccc([N+](=O)[O-])s1
→ ·	?
COc1ccc(C(=O)O/N=C(/C(N)=O)P(=O)(OC(C)C)OC(C)C)cc1
→ ·	?
COc1cccc(C(=O)C2CCCN(Cc3cnn(C(C)C)c3)C2)c1 (stereo unspecified)
→ 10	8%
O=C(Cc1ccc(Cl)cc1)NCCN1CCN(C(=O)Cc2ccc(Cl)cc2)CC1
→ -3	-16%
Cc1ccc(N2C(=O)CC(=O)NC2=O)cc1Cl
→ 10	i
Cn1cccc1CNCCc1ccc(F)cc1
→ 10	3%
Cc1c(C=O)c2ccccc2n1Cc1ccccc1F
→ 2	11%
CC1(O)C[C@]2(C)N(O)C3CCCC[C@@H]3N2O1 (stereo partly specified)
→ ·	i
Cc1cc(S(N)(=O)=O)ccc1N=Cc1c(O)n(-c2ccccc2)c(=O)[nH]c1=O
→ 12	-18%
Cc1ccc2c(c1)CC1(CN2C)C(=O)NC(=O)N(c2ccccc2C)C1=O (stereo unspecified)
→ 12	13%
Cc1cc(C)c(-n2c(O)c(/C=N/NC(=O)c3ccncc3)c(=O)[nH]c2=O)c(C)c1
→ ·	i
CN1CCN2c3ccccc3CC3(C(=O)N(C)C(=O)N(C)C3=O)C2C1 (stereo unspecified)
→ 4	11%
C=CCn1c(O)c(C=NCCN2CCOCC2)c(=O)[nH]c1=S
→ -18	-18%
CCCCC(=O)N/N=C/c1c(O)n(CCc2ccc(OC)c(OC)c2)c(=O)[nH]c1=O
→ ·	18%
Cc1ccc(C)c(OCC(=O)N2CCCN(C)CC2)c1
→ 2	13%
O=C(NC(=S)N1C[C@H]2C[C@H](C1)c1cccc(=O)n1C2)c1ccc(F)cc1
→ ·	?
Cc1cccc(N2C(=O)NC(=O)/C(=C\c3ccc(N4CCOCC4)cc3)C2=O)c1
→ 12	-1%
O=C(CCN1CCCCC1)NCC(=O)Nc1ccc(Br)cc1C(=O)c1ccccc1
→ -18	-11%
COc1ccccc1OCC(=O)N1CCCC(N(C)Cc2ccccc2)C1 (stereo unspecified)
→ ·	?
COCCn1cc(C(=O)N2CCC3(CC2)OCCO3)c2c3ccccc3n(C)c2c1=O
→ -10	-1%
C=CCn1c(O)c(N=Nc2c(C)n(C)n(-c3ccccc3)c2=O)c(=O)[nH]c1=S
→ ·	?
O=C(O)C1(c2ccc(Cl)cc2)CCC1
→ ·	?
O=C(OCCN1CCOCC1)C1(c2ccccc2)CCCC1
→ 24	-5%
O=C(CF)NC(NC(=S)Nc1cccc([N+](=O)[O-])c1)C(Cl)(Cl)Cl (stereo unspecified)
→ -3	-1%
CCSC1=NN1c1cc(C)nc(N)n1
→ 3	-9%
COc1ccc(N2CCN(C(CNC(=O)Oc3ccccc3)c3cccnc3)CC2)cc1 (stereo unspecified)
→ ·	i
CCCCCn1c(=O)c(C(=O)NCc2ccncc2)c(O)c2ccccc21
→ ·	?
C=CCc1cc(C=C2C(=O)NC(=O)NC2=O)cc(OC)c1OCc1ccc(C(=O)O)cc1
→ ·	6%
O=C(NCc1cccnc1)Nc1ccc([N+](=O)[O-])cc1
→ ·	?
COC(=O)C1=C(c2ccc(F)cc2F)C[C@@H]2CC[C@H]1N2C(=O)NCCNC(C)=O
→ ·	?
Cc1c(Cl)cccc1N1C(=O)NC(=O)/C(=C\c2cc(C)n(-c3cccc(C(=O)O)c3C)c2C)C1=O
→ 1	6%
Cc1cc(Oc2ccc(C(F)(F)F)cc2[N+](=O)[O-])c2c3c(c(=O)oc2c1)CCC3
→ 7	9%
CN(C(=O)CN1CC=C(c2ccccc2)CC1)c1c(N)n(Cc2ccccc2)c(=O)[nH]c1=O
→ -20	-20%[9.22 µM]
CC(=O)N1CC(=O)Nc2ccc(Br)cc2C1c1ccc(F)cc1 (stereo unspecified)
→ 13	7%
Cc1ccc(-n2c(O)c(C=NCCN3CCNCC3)c(=O)[nH]c2=S)cc1
→ 10	1%
O=[N+]([O-])c1ccc(NC2CCN(Cc3ccccc3)CC2)c2ccncc12
→ ·	?
O=C(Cn1nc(-c2ccc(Cl)cc2)ccc1=O)N1CCC2(CC1)OCCO2
→ 18	2%
CN1CCN(C(=O)COc2ccc3ccccc3c2)CC1
→ ·	?
O=C1C(Cc2cnc[nH]2)NC(=S)N1c1ccccc1 (stereo unspecified)
→ -4	-7%
Clc1cccc(Cl)c1C1N2CCCN12 (stereo unspecified)
→ ·	i
COc1ccc(-c2nn(CCC#N)cc2C(=O)Nc2ccccc2)cc1OC
→ ·	?
CCOc1ccccc1CNCCc1ccc2c(c1)OCO2
→ ·	?
O=C1NC(=O)N(CCNc2ncc(C(F)(F)F)cc2Cl)C(=O)C1Cc1ccc(Cl)cc1 (stereo unspecified)
→ ·	?
Cc1cccc(OP(=O)(Oc2cccc(C)c2)OC(c2ccccc2)C(F)(F)F)c1 (stereo unspecified)
→ ·	?
O=c1[nH]c(=S)n(CCC2=CCCCC2)c(O)c1/C=N/Nc1ccccc1
→ 18	30%
CC1(C(O)(C#CCN2CCCCC2)c2ccccc2)CCCC1 (stereo unspecified)
→ ·	?
Cc1cc(OC(C)C(=O)NCc2ccncc2)c2c3c(c(=O)oc2c1)CCC3 (stereo unspecified)
→ -12	i
COc1ccc(N2CC2c2ccncc2)cc1 (stereo unspecified)
→ -13	5%
Cc1nc2cc(C(=O)N3CCC4(CC3)OCCO4)ccc2n1-c1cccc(F)c1
→ 12	-9%
NP(=O)(OCCCCc1ccccc1)Oc1ccccc1Cl (stereo unspecified)
→ ·	?

# Molecules shown so far with a CF3 group (three):
# Screens in order: S3 lipid droplet cell count max	S3 lipid droplet
Cc1cc(Oc2ccc(C(F)(F)F)cc2[N+](=O)[O-])c2c3c(c(=O)oc2c1)CCC3
→ 7	9%
O=C1NC(=O)N(CCNc2ncc(C(F)(F)F)cc2Cl)C(=O)C1Cc1ccc(Cl)cc1 (stereo unspecified)
→ ·	?
Cc1cccc(OP(=O)(Oc2cccc(C)c2)OC(c2ccccc2)C(F)(F)F)c1 (stereo unspecified)
→ ·	?

# (listing goes on)
# Screens in order: S3 lipid droplet cell count max	S3 lipid droplet
COc1cc(OC)cc(C2(C#N)CCN(C)CC2)c1
→ 6	0%
O=C1c2ccccc2C(=O)N1CCn1c(=O)oc2ccccc21
→ ·	?
O=c1cccc2n1C[C@@H]1C[C@@H]2CN(CC(O)c2ccc([N+](=O)[O-])cc2)C1 (stereo partly specified)
→ ·	?
O=c1[nH]c(=S)n(-c2ccc(Br)cc2)c(O)c1C=Nc1ccc(N2CCOCC2)cc1
→ ·	?
Cc1cccc(CNCCc2c[nH]c3ccccc23)c1
→ ·	?
CCOc1ccc(-n2c(O)c(C=Nc3ccc(N4CCOCC4)cc3)c(=O)[nH]c2=O)cc1
→ -10	-9%
CC1CCCN(C(=O)CCl)C1 (stereo unspecified)
→ ·	?
O=P(c1ccccc1)(c1ccccc1)N1CCCCC1
→ ·	?
C/C=C1/CC(C)C(C)(O)C(=O)OCC2CCN3CCC(OC1=O)C23 (stereo unspecified)
→ 3	2%
O=C1CN=C(c2ccc(Br)cc2)c2oc3ccccc3c2N1
→ ·	i
CN1CCc2cccc3c2[C@H]1Cc1ccc(O)c(O)c1-3
→ 18&-2	11%&2%
CC(=NCC1CCCO1)c1c(O)n(-c2ccccc2)c(=O)[nH]c1=O (stereo unspecified)
→ ·	?
Cc1cccc(-n2c(O)c(C)c(=O)[nH]c2=S)c1
→ ·	?
COc1cccc(NC(=O)CN2CC(c3ccccc3)CC2=O)c1 (stereo unspecified)
→ 16	4%
O=C1CC(=O)N(c2cccc(Cl)c2)C(=O)N1
→ ·	?
C/C(=N\N=C(N)N)c1ccccc1
→ ·	?
NS(=O)(=O)c1ccc(N=Cc2c(O)n(C3CCCCC3)c(=O)n(C3CCCCC3)c2=O)cc1
→ ·	?
O=C(O)C1Cc2ccccc2N2CCCC12 (stereo unspecified)
→ 14	21%
NC(=O)c1ccsc1NC(=O)COC(=O)Cc1ccccc1
→ 10	-23%
N#Cc1ccccc1Cn1cc(C(=O)C2CC2)c2ccccc21
→ ·	i
COc1cc(C(c2c(C)[nH]n(-c3ccccc3)c2=O)c2c(C)[nH]n(-c3ccccc3)c2=O)cc(OC)c1OC
→ 5	-2%
Cc1cccc(N2C(=O)NC(=O)/C(=C/c3ccc(-c4ccc(C(=O)O)c(Cl)c4)o3)C2=O)c1
→ 19	1%
COc1cccc(C2(C#N)CCN(C)CC2)c1
→ 9	0%
CC(=O)N1CCN(c2ccc(N=Cc3c(O)n(-c4ccc(Cl)cc4)c(=O)[nH]c3=O)cc2)CC1
→ 22	i
Cc1nc2c(C(=O)N3CCC4(CC3)OCCO4)cnn2c(C)c1Cc1cccc(Cl)c1
→ -4	-2%
CCN1C(=O)NC(=O)/C(=C/c2cc(C)n(-c3sc(C)c(C)c3C#N)c2C)C1=O
→ ·	?
CCOC(=O)c1ccc(-[n+]2c(-c3ccccc3)cc(-c3ccccc3)cc2-c2ccccc2)cc1
→ ·	?
C=C(COC(=O)CCC(=O)O)CC1CC(O)[C@]2(C)OC3CC4OC5C[C@]6(C)O[C@]7(C)CCC8OC9C[C@]%10(C)OC%11C(C)=CC(=O)OC%11CC%10OC9C[C@@H](C)C8OC7CC6O[C@]5(C)C/C=C\C4OC3CC2O1 (stereo partly specified)
→ ·	?
CCC1CCCCN1CC(=O)c1ccc(OC(F)F)cc1 (stereo unspecified)
→ 3	1%
O=C1C2CCN(CC2)[C@@H]1Cc1ccc2ccccc2c1O
→ ·	i
COC(=O)C1=C(c2ccc(F)cc2F)C[C@@H]2CC[C@H]1N2C(=O)N1CCC(O)CC1
→ ·	?
COc1cccc(N=Nc2c(O)[nH]c(=S)[nH]c2=O)c1
→ ·	?
C=C(C)Cn1c(=O)n(CC2CS2)c2ccccc21 (stereo unspecified)
→ ·	?
CC(=Nc1ccc2c(c1)CCC2)c1c(O)n(C2CCCCC2)c(=O)[nH]c1=O
→ ·	?
CN1C(=O)/C(=C/c2cccn2-c2ccc3ccccc3c2)C(=O)NC1=S
→ -19*	3.3µM*
CC(C)OP(=O)(OC(C)C)C(NCc1ccccc1)c1ccccc1 (stereo unspecified)
→ ·	24%
CCN(CC)c1ccc(N=Cc2c(O)n(-c3cc(OC)ccc3OC)c(=O)[nH]c2=O)cc1
→ -21	10%
Cc1ccc2c(c1)c(=O)c1c3n2CCN(CC2CO2)C3CC1 (stereo unspecified)
→ -14	-8%
C[C@]12CCC3C(CCC4=CC(O)CC[C@@]43/C=N/O)C1(O)CCC2C1=CC(=O)OC1 (stereo partly specified)
→ -10	-14%
COc1cc(OC)cc(C(=O)NC(=S)N2C[C@H]3C[C@H](C2)c2cccc(=O)n2C3)c1
→ ·	?
CC1CCN(C(=O)c2ccc(N3CC4CC(C3)c3cccc(=O)n3C4)c([N+](=O)[O-])c2)CC1 (stereo unspecified)
→ -10	3%
COC(=O)CC1(Cc2ccccc2)C(=O)NC(=O)NC1=O
→ ·	?
Cc1cc(OCC(=O)N2C[C@H]3C[C@@H](C2)c2cccc(=O)n2C3)c2c(C)cc(=O)oc2c1
→ 20	37%
C/C=C1/CN2C3CC1C(CO)(C(=O)OC)C2Cc1c3n(C)c2ccccc12 (stereo unspecified)
→ 12	10%
FC(F)(F)Oc1ccc(NC2=NCCCS2)cc1
→ ·	?
O=C(N/N=C/c1c(O)n(-c2cccc3ccccc23)c(=O)[nH]c1=O)c1ccncc1
→ ·	?
C=CCn1c(O)c(C(C)=NCCN2CCN(C(=S)NC)CC2)c(=O)[nH]c1=O
→ 22	-4%
N#CC1=C(N)Oc2c(c(=O)oc3ccccc23)C1c1ccncc1 (stereo unspecified)
→ -14	1%
COc1ccc(N(Cc2ccccc2)N=O)cc1
→ ·	?
COC(=O)N(c1ccc(OC)cc1)P1(=S)OCCC(C)O1 (stereo unspecified)
→ ·	?
CCOP(=O)(OCC)C(Nc1cc(Cl)cc(Cl)c1)c1cccc(O)c1 (stereo unspecified)
→ ·	?
Cn1cnnc1Sc1cc(N2CCNCC2)ccc1[N+](=O)[O-]
→ 14	-8%
Cc1cc(OC(=O)c2ccco2)c2c3c(c(=O)oc2c1)CCC3
→ ·	?
Cn1cccc1/C=C1/C(=O)NC(=S)N(Cc2ccc(F)cc2)C1=O
→ ·	?
COc1ccc(Nc2ncc(C(=O)N3CCC4(CC3)OCCO4)c3ccccc23)cc1
→ -4	-16%
Cc1ccc(-c2nc3ccccc3c(=O)n2-c2ccncc2)cc1
→ -1	3%
CC(=O)NC1CC2CCC(C1)N2 (stereo unspecified)
→ ·	?
CSc1nc(N2CCN(C)CC2)c2ccccc2n1
→ 12	3%
CCN(CC)CCN/N=C(\C)c1c(O)[nH]c(=O)[nH]c1=O
→ ·	18%
